human PMI inhibitors – human PMI inhibitors, high substrate, primary screen, biochemical, fluorescence intensity, high mannose 6-phosphate (AID 1220); one-dose inhibition, % at 20 µM; IC50 in µM for titrated hits; actives 0.66% (n = 190,000); recombinant PMI enzyme, coupled fluorescence intensity; higher % means a stronger effect
KOR beta-arrestin-1 – KOR antagonists, beta-arrestin recruitment, cell-based, luminescence, uHTS (AID 1778) | actives 0.091% (n = 290,000) | KOR beta-arrestin recruitment, luminescence, antagonist mode; higher % means a stronger effect | inhibition, % at 10 µM, or IC50 in µM where a hit was titrated; also: strong numbers were not always called active
TNAP activators – stimulation of alkaline phosphatase TNAP activity – biochemical, luminescent, no phosphate acceptor, uHTS, primary screen (AID 1001). purified TNAP, luminescent activation assay, no phosphate acceptor; higher activation fold means a stronger effect. activation fold at 20 µM, or EC50 in µM where a hit was titrated. actives 0.03% (n = 200,000); in the data active = activation fold from about 3, or a potency from the dose series; inactive = the rest, 99 in 100 with activation fold below about 1.6; also: many of its hits are not listed in these tables
LYP phosphatase – inhibitors of LYP phosphatase, biochemical, fluorescence intensity, uHTS (AID 1779). one-dose inhibition, % at 11.5 µM; IC50 in µM for titrated hits. recombinant LYP phosphatase, fluorescence intensity; higher % means a stronger effect. actives 0.054% (n = 290,000);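 also: plate controls were vehicle with enzyme for no effect and no enzyme for full effect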
KOR beta-arrestin-2 – KOR agonists, beta-arrestin recruitment, primary screen, cell-based, luminescence, uHTS (AID 1777); KOR beta-arrestin recruitment, luminescence; higher % means a stronger effect; one-dose activation, % at 10 µM; EC50 in µM for titrated hits; actives 0.02% (n = 280,000); in the data active = activation above about 50%, passing the limit was not always enough; also: a part of the inactive calls stands beside numbers as strong as those of hits
NOD1 NF-kB reporter – NOD1 signaling inhibitors, primary screen, cell-based, luminescence, uHTS (AID 1578); NOD1-driven NF-kB luciferase reporter cells, luminescence; higher % means a stronger effect; inhibition, % at 4 µM, or EC50 in µM where a hit was titrated; actives 1% (n = 290,000); in the data active = inhibition mostly above about 36%, no sharp cut-off; inactive = mostly below about 34%;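 also: HEK-293T reporter cells stimulated with the NOD1 agonist gamma-tri-DAP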
NOD2 inhibition – inhibition of NOD2-driven NF-kB reporter – cell-based, luminescence, uHTS, HEK293 (AID 1566); one-dose inhibition, % at 4 µM; EC50 in µM for titrated hits; actives 0.63% (n = 290,000); HEK293 NOD2/NF-kB luciferase reporter, luminescence; higher % means a stronger effect; also: many of its hits are not listed in these tables
XIAP displacement – small molecules displacing peptide from XIAP – biochemical, IAP family, fluorescence polarization (AID 1018) | XIAP BIR domain, fluorescence polarization peptide displacement; higher % means a stronger effect | displacement, % at 20 µM, or IC50 in µM where a hit was titrated | actives 0.007% (n = 200,000); in the data active = displacement above about 50%; also: a part of the inactive calls stands beside numbers as strong as those of hits
human PMI inhibition – MPI enzyme activity inhibition – biochemical, fluorescence intensity, coupled assay, primary screen (AID 1209). inhibition, % at 20 µM, or IC50 in µM where a hit was titrated. actives 0.42% (n = 190,000). purified PMI enzyme, coupled fluorescence intensity; higher % means a stronger effect;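 also: plate controls were DMSO vehicle for no effect and wells lacking substrate for full effect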
* hit, by the source's call; · = not tested or not shown; [ ] = dose if it differs, or a comment. Rule as the data show it, unless noted: active = inhibition above about 50%; inactive = the rest. The list is partial; the hit share may differ from the screen's.

human PMI inhibitors | KOR beta-arrestin-1 | TNAP activators | LYP phosphatase | KOR beta-arrestin-2 | NOD1 NF-kB reporter | NOD2 inhibition | XIAP displacement | human PMI inhibition | SMILES
2% | -12% | 1 | 1% | 7.9% | -28% | -13% | -3.8% | 4% | CCCCCOC(=O)Cn1c(N2CCOCC2)nc2c1c(=O)[nH]c(=O)n2C
-1% | 10% | 1.1 | -1% | -6.7% | -9% | 5% | -3.7% | 0% | O=C(c1cccs1)n1nc(-c2ccco2)nc1SCc1ccccc1
6% | 4% | 1.1 | 0% | 0.2% | -38% | -16% | -3.1% | 17% | O=[N+]([O-])c1ccc(S(=O)(=O)N2CCN(Cc3c[nH]c4ccccc34)CC2)cc1
8% | -22% | 1.1 | 0% | -1.1% | 4% | 19% | -4.1% | 6% | CC1(C)CC(=O)C=C(Nc2ccccc2O)C1
1% | -10% | 1.1 | -9% | -1.4% | 0% | 8% | -1.2% | 9% | Cc1nc(NC(=O)COC(=O)CCc2nc3ccccc3s2)c(Cl)cc1Cl
11% | -18% | 1.2 | -7% | -5.2% | -5% | -172% | -5.7% | 10% | C=CCNc1nc(-c2ccccn2)nnc1-c1ccccc1
-10% | -42% | 1 | -7% | 0.5% | 42% | -30% | -6.4% | -10% | O=C(NCc1cccs1)C1CCCN(c2nc3ccccc3o2)C1 (configuration not stated)
21% | 11% | 1.1 | 6% | 8.7% | · | 34% | -10% | 24% | Fc1ccc2[nH]c3c(N4CCN(c5ccccc5)CC4)ncnc3c2c1
-7% | 3% | 1.2 | -4% | 2.3% | 16% | 8% | -5.1% | 1% | CC(=O)N1CCN(CC(=O)Nc2ccccc2Sc2ccc(Cl)cc2)CC1
-13% | 35% | 1.1 | -8% | -2.7% | -17% | -94% | -5.6% | -10% | CC(C)OCCCNc1ncnc2c1cnn2-c1ccccc1

Looked up above:
In KOR beta-arrestin-1, C=CCNc1nc(-c2ccccn2)nnc1-c1ccccc1 has the entry -18%
In LYP phosphatase, Fc1ccc2[nH]c3c(N4CCN(c5ccccc5)CC4)ncnc3c2c1 has the entry 6%
In human PMI inhibitors, CC1(C)CC(=O)C=C(Nc2ccccc2O)C1 has the entry 8%
In LYP phosphatase, CC(=O)N1CCN(CC(=O)Nc2ccccc2Sc2ccc(Cl)cc2)CC1 has the entry -4%
In KOR beta-arrestin-2, O=C(c1cccs1)n1nc(-c2ccco2)nc1SCc1ccccc1 has the entry -6.7%

New compounds follow:
human PMI inhibitors | KOR beta-arrestin-1 | TNAP activators | LYP phosphatase | KOR beta-arrestin-2 | NOD1 NF-kB reporter | NOD2 inhibition | XIAP displacement | human PMI inhibition | SMILES
· | -1% | · | -5% | 0.9% | -11% | -26% | · | · | O=C(Nc1ccc(N2CCOCC2)nc1)c1ccccc1Cl
-12% | 4% | 0.9 | 4% | 9.1% | -20% | -2% | -2.0% | -14% | CCC(C)(C)C1CCC2(CC1)NC(CO)(CO)CO2 (configuration not stated)
-15% | 4% | 1 | 1% | 11% | -30% | 5% | -4.9% | 43% | C=Cc1ccc2c(c1)N(C)C(=C)S2
1% | -21% | 1.1 | -4% | 0.6% | -41% | -25% | -2.8% | 4% | Cc1ccc2c(c1)NCC(C(=O)NC1CCC(C)CC1)O2 (configuration not stated)
19% | -158% | 1 | 6% | 0.8% | -21% | -3% | -3.5% | 22% | COC(=O)C1=C(C)NC(=O)NC1c1cn(-c2ccccc2)nc1-c1cccs1 (configuration not stated)
· | -31% | · | -12% | -5.5% | -35% | 10% | · | · | C=CCOc1ccc(/C=C(\C#N)C(=O)Nc2ccccn2)cc1OC
· | -30% | · | -8% | -2.9% | -28% | -1% | · | · | Cc1ccccc1NC(=O)CSc1nnc(C2CC2)n1CC1CCCO1 (configuration not stated)
· | 11% | · | -2% | -0.8% | 0% | 10% | · | · | CCCS(=O)(=O)c1c(S(=O)(=O)CCC)c2cnccn2c1C(=O)c1ccc(OC)cc1
-17% | -9% | 1.1 | -5% | 6.2% | -30% | -3% | -0.4% | -23% | CC(C)CCOc1cccc(OCC(=O)O)c1
· | 6% | · | -9% | -1.5% | -22% | 8% | · | · | COc1ccc(S(=O)(=O)NCCCN2CCCC2=O)c(OC)c1
9% | 22% | 1 | -3% | -0.5% | -31% | 2% | -5.9% | 10% | COCCSc1ccccc1C(=O)NCCCn1ccnc1
-7% | -13% | 1.1 | -6% | -2.8% | -99% | 8% | -3.3% | -4% | CCOC(=O)CN(C(=O)CSc1nnc(C)n1-c1ccccc1)c1cccc([N+](=O)[O-])c1
17% | 0% | 1.1 | -2% | 1.2% | 4% | -42% | -4.8% | 21% | Cc1ccc(C(=O)NC(=S)Nc2ccc3c(c2)OCCO3)c(C)c1
21% | -5% | 0.9 | 8% | -1.2% | 19% | 28% | -12% | 13% | CCc1c(C)sc2nc3c(C(=O)N4CCOCC4)cc(C(=O)c4cc(F)ccc4O)cn3c(=O)c12
· | -24% | · | -8% | -0.2% | -52% | -15% | · | · | CCOc1ccccc1NC(=O)Nc1ccc2c(c1)OCO2
· | -34% | · | -6% | 1.7% | -11% | 4% | · | · | CC1CC1C(=O)Nc1cc(C(F)(F)F)ccc1N1CCOCC1 (configuration not stated)
0% | -26% | 1.1 | -5% | 3.2% | -5% | 9% | 1.3% | 4% | Cc1ccc(C(=O)C2CCN(CC(=O)N3CCN(c4ccc(F)cc4)CC3)CC2)cc1
13% | -11% | 1 | -3% | -1.7% | -18% | -1% | -4.3% | 8% | O=C1CCCc2oc3ccc(O)cc3c21
-5% | 1% | 1 | -3% | -0.7% | 23% | 6% | -5.1% | -11% | Cc1ccc(/C(O)=C2/C(=O)C(=O)N(CCCn3ccnc3)C2c2ccccn2)cc1 (configuration not stated)
· | -25% | · | -7% | 4.4% | -10% | 6% | · | · | COc1ccc(CCC(=O)NC2CCCc3ccccc32)cc1OC (configuration not stated)
· | -6% | · | -2% | 0.2% | -12% | -12% | · | · | OCCC1CN(Cc2ccc(Oc3ncccn3)cc2)CCN1C1CCCCC1 (configuration not stated)
-3% | -35% | 1.2 | -6% | -6.9% | -12% | 15% | -2.7% | -12% | Cc1cc(C)nc(N2CCCC(C(=O)Nc3ccc4c(c3)OCCO4)C2)n1 (configuration not stated)
· | -14% | · | -3% | 1.0% | -7% | -3% | · | · | CCC(C)[C@H](NC(=O)Nc1ccc2c(c1)OCCO2)C(=O)OC (some centres not stated)
2% | -6% | 1.1 | -8% | -5.7% | -26% | 4% | -10% | 14% | Cn1cc(CN(CCCN2CCOCC2)C(=S)Nc2cccc(Cl)c2)c2ccccc21
-5% | 7% | 1.1 | -5% | -0.5% | -34% | 18% | -1.6% | -8% | O=C(CS(=O)(=O)c1cn(CC(=O)N2CCOCC2)c2ccccc12)Nc1ccccc1
11% | 5% | 1.1 | -9% | 3.2% | 8% | 23% | -2.1% | 12% | Cc1ccc(CN2C(=O)CCC2C(=O)NCc2ccc3c(c2)OCO3)cc1 (configuration not stated)
· | -4% | · | -5% | -3.4% | 1% | 2% | · | · | O=C1c2ccc(-c3ccc4c(c3)C(=O)N(CCO)C4=O)cc2C(=O)N1CCO
-3% | 13% | 1.1 | -7% | -1.6% | -8% | 9% | -4.9% | 4% | COc1ccc(CC(=O)Nc2ccc(-c3csc(C)n3)cc2)cc1
0% | -20% | 1.1 | -7% | 0.4% | -15% | 18% | -5.7% | -7% | O=C(CCS(=O)(=O)c1ccccc1)Nc1ccc(N2CCOCC2)cc1
· | -9% | · | -13% | 0.4% | -4% | -12% | · | · | CC1CN(Cc2cc(=O)oc3cc(O)ccc23)CC(C)O1 (configuration not stated)

Some entries already given, showing only TNAP activators, XIAP displacement and KOR beta-arrestin-1.
SMILES	TNAP activators	XIAP displacement	KOR beta-arrestin-1
O=C1c2ccc(-c3ccc4c(c3)C(=O)N(CCO)C4=O)cc2C(=O)N1CCO	·	·	-4%
COc1ccc(CC(=O)Nc2ccc(-c3csc(C)n3)cc2)cc1	1.1	-4.9%	13%

(cont.)
human PMI inhibitors | KOR beta-arrestin-1 | TNAP activators | LYP phosphatase | KOR beta-arrestin-2 | NOD1 NF-kB reporter | NOD2 inhibition | XIAP displacement | human PMI inhibition | SMILES
1% | 19% | 1.1 | -4% | -0.9% | -13% | 7% | 1.4% | 1% | Cn1cnc(S(=O)(=O)Nc2ccc(C(F)(F)F)cc2)c1
-4% | -4% | 1.1 | -8% | 1.1% | 5% | 19% | 0.9% | 3% | CC(C)NC(=O)Nc1ccc(Br)cc1Cl
11% | 49% | 1.1 | -4% | -2.1% | -28% | 11% | -9.5% | 6% | CCNc1nc(Oc2ccccc2)nc(OC(C)C(=O)OCC)n1 (configuration not stated)
-8% | -3% | 1.1 | -8% | -2.0% | -10% | 6% | -7.8% | -9% | O=C(CN1CCCCCC1)N/N=C/c1cccs1
· | -7% | · | -1% | -2.2% | -28% | -14% | · | · | COCc1ccc(CN2CCC(n3nccc3NC(=O)C(OC)c3ccccc3)CC2)o1 (configuration not stated)
0% | 4% | 1 | -6% | -0.8% | -28% | 8% | -5.9% | 7% | CCOC(=O)C1=C(CC)Nc2ccccc2N=C1NC(=O)CCNC(C)=O
1% | 25% | 1.1 | -2% | -1.6% | 4% | 21% | -2.6% | 11% | Cc1ccc(C(=O)NC(=S)Nc2cccc(NC(=O)c3ccccc3)c2)cc1[N+](=O)[O-]
12% | 26% | 1 | 1% | -4.2% | -4% | 14% | -5.0% | 24% | CCN1CCc2c(sc(NC(=O)c3ccc(S(=O)(=O)N4CCOCC4)cc3)c2C(N)=O)C1
8% | 8% | 0.9 | 0% | -2.5% | -8% | 5% | -4.8% | -14% | Cc1ccc(Nc2c(-c3ccco3)nc3nc(C)cc(C)n23)cc1
· | 0% | · | -7% | -2.8% | -6% | -5% | · | · | CC(C)c1ccc(NC(=O)CC2Oc3ccccc3NC2=O)cc1 (configuration not stated)
2% | 3% | 1 | -2% | -5.1% | 4% | 15% | 3.2% | 9% | CCN(CC)C(=O)C(=O)c1c(-c2ccccc2)[nH]c2ccccc12
12% | -19% | 1.1 | 2% | -1.8% | · | 4% | -1.6% | 14% | O=C(COC(=O)c1ccc(Br)o1)Nc1ccc(S(=O)(=O)N2CCCC2)cc1
13% | 1% | 1 | 4% | 0.6% | 24% | 12% | -4.1% | 15% | CCN(CC)S(=O)(=O)c1cccc(-c2nnc(SCCOc3ccc(Cl)cc3)o2)c1
-14% | 9% | 1 | 2% | -0.5% | -4% | -6% | -3.5% | -14% | O=C(O)CCC(=O)Nc1ccccc1N1CCOCC1
· | 8% | · | -7% | 5.7% | -13% | 3% | · | · | OCc1ncc(-c2ccccc2)s1
· | 30% | · | -5% | -2.3% | -22% | 8% | · | · | COc1ccc(OC)c(NC(=O)c2cccc(S(=O)(=O)N3CCN(C(C)=O)CC3)c2)c1
· | -77% | · | -8% | 1.5% | -29% | 0% | · | · | CCOc1ccccc1NS(=O)(=O)c1ccc2[nH]c(=O)[nH]c2c1
35% | -12%[20 µM] | 1.1 | -1% | -10% | -18% | 9% | -1.5% | 7% | CN(Cc1ccon1)C(=O)CC1C(=O)NCCN1CC(C)(C)C (configuration not stated)
-1% | 19% | 1.1 | -7% | 0.8% | 6% | 13% | -1.9% | 0% | O=C1CC(c2ccccc2)CC(O)=C1C=NCc1ccccc1 (configuration not stated)
-10% | -19% | 1.1 | -9% | -3.6% | -63% | -46% | -2.0% | -11% | N#Cc1ccc(NC(=O)c2cc(-c3cccs3)on2)cc1
12% | -37% | 1.1 | 4% | 3.3% | -55% | -29% | -1.2% | 8% | Cc1cc(C(=O)CN2C(=O)NC3(CCCc4sccc43)C2=O)c(C)n1-c1ccccc1 (configuration not stated)
· | -12% | · | -8% | -0.5% | 3% | 26% | · | · | O=C(COc1ccc(Br)cc1)NC(=S)Nc1ccccc1N1CCOCC1
